MITF TRPM1 inh: inhibitors of MITF-dependent TRPM1 promoter reporter, primary screen, cell-based, SK-MEL-5, single point, luciferase; SK-MEL-5 TRPM1 promoter luciferase, 24 h; AID 488899, 2010; inhibition, % at 12.5 µM; 330,000 compounds, 0.83% hits;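 active means mean inhibition across replicates of 60% or more, whatever share of single replicates reaches that level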; further: values of inactives mirror those of a sister screen read the other way
NR2E3 ag-1: NR2E3 agonists in two-hybrid cells, primary screen, cell-based, luminescence, CHO-S, Gal4-NCOR/VP16-NR2E3; Photoreceptor-specific nuclear receptor (Homo sapiens), Q9Y5X4; luciferase; inhibition of corepressor binding, % at 3.98 µM; 360,000 compounds, 0.35% hits; AID 602229, 2012;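 active means inhibition above the mean of all tested compounds plus 3 SD, cut at about 70% in these data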;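 further: 0% = DMSO with NR2E3 transfected cells and 100% = cells lacking NR2E3 construct; higher means lower luciferase signal from less NR2E3 corepressor binding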
Target sequence (Q9Y5X4 whole entry, looked up, the tested form may be a part): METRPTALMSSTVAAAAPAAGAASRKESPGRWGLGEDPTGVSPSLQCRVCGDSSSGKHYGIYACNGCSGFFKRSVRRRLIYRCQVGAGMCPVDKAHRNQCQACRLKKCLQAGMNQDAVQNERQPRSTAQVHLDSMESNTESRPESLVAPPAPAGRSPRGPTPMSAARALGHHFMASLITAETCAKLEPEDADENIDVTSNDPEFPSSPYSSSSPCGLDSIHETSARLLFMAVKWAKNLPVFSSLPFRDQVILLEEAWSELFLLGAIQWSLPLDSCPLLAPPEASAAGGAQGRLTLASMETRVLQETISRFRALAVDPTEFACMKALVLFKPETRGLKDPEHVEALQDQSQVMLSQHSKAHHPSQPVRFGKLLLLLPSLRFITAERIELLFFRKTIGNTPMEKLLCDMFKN
PDI turbidity: inhibitors of human PDI, primary screen, biochemical, turbidity, single point, plate reader; PDI insulin aggregation turbidity, A650, 90 min; 350,000 compounds, 0.052% hits; Protein disulfide-isomerase (Homo sapiens), P07237; AID 588391, 2011; inhibition, % at 10 µM;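 active means mean inhibition across replicates of 30% or more, whatever share of single replicates reach that level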;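 further: absorbance from insulin aggregation driven by PDI reduction with DTT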
Target sequence (P07237 whole entry, looked up): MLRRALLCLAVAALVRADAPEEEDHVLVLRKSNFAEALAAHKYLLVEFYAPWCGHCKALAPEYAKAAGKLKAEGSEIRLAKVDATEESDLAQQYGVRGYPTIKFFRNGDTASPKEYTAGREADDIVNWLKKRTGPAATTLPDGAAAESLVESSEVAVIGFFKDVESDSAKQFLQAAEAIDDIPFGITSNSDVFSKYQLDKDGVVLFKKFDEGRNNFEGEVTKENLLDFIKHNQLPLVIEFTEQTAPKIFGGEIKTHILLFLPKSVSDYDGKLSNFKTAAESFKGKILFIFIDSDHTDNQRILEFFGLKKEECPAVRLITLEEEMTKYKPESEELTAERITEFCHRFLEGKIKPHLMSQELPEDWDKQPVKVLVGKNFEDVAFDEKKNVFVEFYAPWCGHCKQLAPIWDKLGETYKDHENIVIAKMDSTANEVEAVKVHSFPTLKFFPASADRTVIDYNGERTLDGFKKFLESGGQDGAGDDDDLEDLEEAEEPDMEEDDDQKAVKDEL
aDG glyco up: activators of alpha-DG glycosylation, primary screen, uHTS, Pro5-aDG cells, AlphaScreen | 360,000 compounds, 0.22% hits | AID 624168, 2012 | activation, % at 10 µM | alpha-DG glycosylation AlphaScreen (IIH6); 0% Pro5, 100% B10-LARGE cell signal;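 active means activation of at least 8% versus controls, or a plate z-score of at least 8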;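 further: Pro5 are CHO cells carrying HIG-tagged alpha-DG that lacks glycosylation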
NR2E3 ag-2: inhibitors of NR2E3-RetCOR corepressor binding, primary screen, NR2E3 agonist project, biochemical, TR-FRET, GST-NR2E3, biotin-RetCOR; Photoreceptor-specific nuclear receptor (Homo sapiens), Q9Y5X4; 1536-well; inhibition of corepressor binding, % at 4.78 µM; 320,000 compounds, 0.12% hits; AID 2300, 2010;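 active means percent inhibition above the cutoff of mean plus 3 SD of all tested compounds, set per screening campaign, cut at about 20% in these data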;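 further: 0% = DMSO wells and 100% = biotin wells as full block of FRET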
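Material: NR2E3–RetCOR corepressor complex / Incubation: Compound–protein incubation for 5 h at 4 °C / Dosing: compound at 4.8 µM, single dose / Detection: time-resolved FRET / Benchmarks: high control biotin, low control 0.6% DMSO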
Exocytosis inh: LAMP-1 surface exposure blockers, TALL-104 cells – cell-based, flow cytometry, MLPCN library, primary screen; TALL-104 LAMP-1 surface exposure; cells stimulated with thapsigargin and PMA; inhibition, % at 10 µM; 360,000 compounds, 0.66% hits; AID 651702, 2012;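 active means inhibition above about 55%, limit read from the data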
iPSC survival up: enhancers of single-cell hiPSC survival, primary screen, ATPlite luminescence; 100% = ROCK inhibitor wells, 0% = DMSO; survival enhancement, % at 20 µM; 360,000 compounds, 0.044% hits; AID 602274, 2012; in the data active means survival enhancement above about 18%;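 further: cells exposed to compounds for 16 hours before the ATP read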
HIF-2a inh: HIF-2a reporter inhibitors, primary screen, luminescence, 786-0 RCC cells; 360,000 compounds, 0.72% hits; inhibition, % at 18.8 µM; AID 624352, 2012; 786-0 RCC cells HIF-2a reporter, luciferase luminescence, overnight;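 active means inhibition of the luminescence signal of 40% or more relative to plate controls, in a single-dose primary screen at 18.75 µM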
CaV13 ICDI inh: Disruptors of the CACNA1D IQ motif to Ca2+-dependent inactivation inhibitor domain association, primary screening, Förster resonance energy transfer in intact living …; AID 743397; inhibition, % at 12.3 µM; HEK cells, CFP/YFP FRET ICDI-IQ, plate reader, 10 min; percent FRET-ratio fall versus neutral wells; 340,000 compounds, 0.098% hits;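 active means mean replicate inhibition of at least 30% and at least 1% of replicates passing that level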;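 further: 0% = median of the neutral control wells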
Vif imaging: HIV Vif self-association inhibitors, primary screen, imaging, HEK293T, single point | 340,000 compounds, 0.35% hits | inhibition, % at 7.49 µM | HEK293T cells, Vif self-association by quenched fluorescence, 24 h; in the data active means inhibition above about 50%, passing the limit was not always enough; further: some results filed as inactive read as strong as hits
Peg3 promoter: Peg3 promoter-driven luciferase inhibitors, primary screen, cell-based, HeLa, luciferase luminescence; HeLa PEG-Prom luciferase reporter, overnight; inhibition, % at 20 µM; 360,000 compounds, 1.7% hits; AID 588405, 2011;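 active means inhibition of at least 50% at 20 µM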
Starred values were filed as active, the others as inactive; . = no result given. Compounds were not picked by outcome; 3.5% or so of the library scored in one or more.

SMILES	MITF TRPM1 inh	NR2E3 ag-1	PDI turbidity	aDG glyco up	NR2E3 ag-2	Exocytosis inh	iPSC survival up	HIF-2a inh	CaV13 ICDI inh	Vif imaging	Peg3 promoter
Cc1ccc(NC(=O)CCC2CC(C)(C)OC2=O)cc1 (configuration not stated)	-4	1	-1	0.0	2	-1	1.3	-3	-5	0	3
C#CCOC(=O)Nc1cc(C)n(-c2ccccc2)n1	-2	31	1	-0.1	0	4	-0.4	24	-5	-1	18
COc1cccc(N2CCN(C3OC(=O)c4ccccc43)CC2)c1 (configuration not stated)	-1	-13	13	0.1	2	5	0.3	11	.	-9	1
CCOC(=O)c1ccc2[nH]c3c(c2c1)CCCC3C(=O)OCC (configuration not stated)	0	12	9	0.0	-4	-3	-2.3	-15	.	3	-9
CCOC(=O)N1CCN(C(=O)C2CCCN(Cc3nc(-c4ccc(Cl)cc4)oc3C)C2)CC1 (configuration not stated)	42	14	.	0.9	0	2	-3.3	1	-2	1	8
COc1ccc(CCNC(=O)CC2SC(=NCCc3ccccc3)NC2=O)cc1OC (configuration not stated)	3	0	-5	0.3	1	-2	-2.7	8	-5	0	1
O=C(NNS(=O)(=O)c1ccc(Cl)cc1)c1cc(-c2ccccc2)n[nH]1	3	-24	6	-0.1	-1	-6	-0.5	17	-6	-4	40
COc1ccccc1Oc1ccc(NC(=O)c2ccc(Cl)cc2)cc1	1	-16	5	1.1	2	-1	-1.5	-33	-5	-15	-17
Cc1cccc(C)c1OCC(N)C(C)C (configuration not stated)	1	-28	-2	-0.1	6	-1	-3.6	2	-5	-12	-7
Cc1cccc(NC(=O)C2CCCN(S(=O)(=O)c3ccc(-n4cnnn4)cc3)C2)c1 (configuration not stated)	2	-28	8	0.0	0	0	0.5	4	-2	-2	11
CCOc1ccc(S(=O)(=O)Nc2nc3ccccc3nc2N2CCN(C)CC2)cc1	-10	-48	-10	0.5	1	-2	0.0	-39	-2	-5	-10
CC(=O)Nc1ccc(C(=O)CSc2ncn(-c3ccccc3)n2)cc1	-19	-55	14	-0.2	-2	-2	-3.9	-81	-5	-5	-63
COc1ccccc1N1CCN(/N=C/c2cc([N+](=O)[O-])ccc2Cl)CC1	0	-15	0	-0.2	2	-2	-0.8	-8	-6	-5	-6
Cc1ccc(S(=O)(=O)c2c(N)n(NC(=O)c3ccco3)c3nc4ccccc4nc23)cc1	1	-3	-7	-0.1	-4	-2	5.3	10	-3	-7	6
Cc1cc(C(=O)N/N=C/c2ccccn2)c2ccccc2n1	-2	-16	-2	0.0	2	9	0.0	19	-2	5	0
O=C(O)/C(=C\c1ccc(Cl)cc1)c1ccc(F)cc1	6	-6	-1	-0.2	-4	-1	-0.6	14	.	3	29
CC(C)c1nnc(NC(=O)c2cnccn2)s1	-13	-43	-6	-0.2	1	-1	-0.5	-46	-4	0	-29
COCCn1c(-c2ccc(OC)c(OC)c2)nc2ccccc21	-5	-8	7	-0.3	-1	-2	-3.3	-38	-5	38	-12
CCOC(=O)c1ccc2c(c1)C1C=CCC1C(C(=O)OCC)N2 (configuration not stated)	5	-26	0	-0.1	1	-1	0.2	13	-24	-3	9
C=CCn1nc(C(=O)OCC)cc1-c1sc(NC(=O)c2ccccc2)nc1C	.	2	2	0.2	.	6	-0.7	3	-6	-3	10
Nc1ncc(-c2ccccc2)n1CC1CCCO1 (configuration not stated)	-15	-8	16	0.2	2	-1	1.6	5	-4	-4	-3
CCN(CC)S(=O)(=O)c1ccc(C(=O)OC2CCCCC2CN(C)C)cc1 (configuration not stated)	-2	-5	0	0.0	4	1	0.7	-7	.	0	1
COc1ccccc1C(=O)NCCC(=O)N1CCN(c2cccc(C(F)(F)F)c2)CC1	-12	6	9	0.0	1	-5	0.6	3	-5	-1	18
COC(=O)CC1Nc2ccccc2SC1=O (configuration not stated)	2	-3	-7	-0.3	3	1	-2.2	9	-5	-5	-5

Three of these compounds, set out differently:
Each structure is followed by: MITF TRPM1 inh, NR2E3 ag-1, PDI turbidity, aDG glyco up, NR2E3 ag-2, Exocytosis inh, iPSC survival up, HIF-2a inh, CaV13 ICDI inh, Vif imaging, Peg3 promoter
O=C(O)/C(=C\c1ccc(Cl)cc1)c1ccc(F)cc1
→ 6, -6, -1, -0.2, -4, -1, -0.6, 14, ., 3, 29
CC(C)c1nnc(NC(=O)c2cnccn2)s1
→ -13, -43, -6, -0.2, 1, -1, -0.5, -46, -4, 0, -29
COCCn1c(-c2ccc(OC)c(OC)c2)nc2ccccc21
→ -5, -8, 7, -0.3, -1, -2, -3.3, -38, -5, 38, -12

Additional records follow.
SMILES	MITF TRPM1 inh	NR2E3 ag-1	PDI turbidity	aDG glyco up	NR2E3 ag-2	Exocytosis inh	iPSC survival up	HIF-2a inh	CaV13 ICDI inh	Vif imaging	Peg3 promoter
CCNC(=O)CSc1nc(-c2ccc(F)cc2)cs1	-33	0	8	0.6	-1	-2	2.4	-176	0	-3	-102
CCOC(=O)C(NC(=O)Nc1ccccc1)(OCC)C(F)(F)F (configuration not stated)	-6	2	5	0.1	3	-9	-2.1	8	-5	0	-6
COc1ccc(-c2c[n+]3c4n2CCCCC4=C(c2ccccc2)C3)cc1	78*	0	-21	0.1	-2	0	-2.6	-13	-4	-3	41
CCCCCC(=O)N/N=C(\C)c1ccc(Cl)cc1	0	-28	-2	0.1	5	0	0.6	-17	-8	.	-10
O=C(O)c1nsc(Cl)c1Cl	-4	-31	0	-0.3	-1	-1	-0.6	11	-4	20	12
CN(c1ccccc1)c1ccc(/C=C(\C#N)c2nnc3n2CCCCC3)cc1[N+](=O)[O-]	-10	-23	-3	0.0	2	4	-0.2	-56	-7	-1	-16
CNc1ccccc1C(=O)OC	2	7	.	-0.1	-1	0	2.3	-1	.	-1	10
CC(=O)c1ccc(OCc2cc(C(=O)N(C)CCOc3ccc(C)cc3)no2)cc1	-103	-65	-2	0.2	-2	-2	0.3	-243	-11	-6	-280
O=C(NCc1ccccn1)C1CC(c2ccccc2O)=NO1 (configuration not stated)	-10	-3	-1	-0.1	4	1	-0.3	17	6	-1	6
Cn1cc[n+](C)c1COc1ccc(C=O)cc1	11	-7	1	0.0	1	-2	-0.3	20	-11	8	1
O=C(Cc1cccc(NC(=O)C2CCN(C(=O)C3CCCC3)CC2)c1)Nc1cccc(C(=O)N2CCCC2)c1	20	-9	-1	0.1	3	-6	-5.3	5	-11	.	9
Clc1ccc(-c2noc(CSc3nnc(-c4ccncc4)n3-c3ccccc3)n2)cc1	27	64	4	1.5	4	1	3.5	16	-7	-19	49
C[C@H](CO)N1C[C@H](C)[C@@H](CN(C)C)Oc2c(NC(=O)Cc3ccccc3)cccc2C1=O	-5	-11	-11	0.0	.	-2	-1.5	7	-3	-1	7
O=C(CN1CCOCC1)N1c2ccccc2Sc2ccc(Cl)cc21	.	-43	4	-0.1	.	-7	0.2	12	-4	5	-5
CCN(CC)CCC(c1cc(OC)c(OC)c(OC)c1)c1c(OC)cc(OC)c2ccc(=O)oc12 (configuration not stated)	2	-5	-14	-0.3	1	13	-1.5	1	-10	-8	-21
O=C(CC1C(=O)NCCN1Cc1c(F)cccc1Cl)NCc1ccccc1 (configuration not stated)	11	27	-2	0.4	3	6	0.2	4	-3	-21	2
CCc1cc(C(=O)N/N=C/c2ccc(OC)cc2)c2ccccc2n1	43	-43	7	-0.1	0	-22	0.6	-8	-2	7	13
Cc1cccc(C)c1NC(=O)COC(=O)CNC(=O)C1CCCCC1	.	-7	2	-0.2	4	-3	0.2	15	-2	29	3
CCOc1ccc(C(=O)O[C@H]2[C@H](Cc3ccccc3)NS(=O)(=O)[C@H]3C[C@@H]4C=C[C@]23O4)cc1	-2	-12	-2	-0.2	4	-1	6.8	-17	-10	4	-2
NS(=O)(=O)c1ccc(NS(=O)(=O)c2ccc(NC(=S)Nc3ccccc3)cc2)cc1	2	28	0	-0.2	1	-10	-0.4	-2	-2	-16	4
CCC(Oc1ccccc1)C(=O)N(CC)CC(=O)NCc1ccc(F)cc1 (configuration not stated)	2	-9	-1	-0.1	.	-1	1.7	6	-5	-17	5
O=c1c2cc(N3CCOCC3)ccc2[nH]c(=S)n1Cc1ccccn1	-5	-14	4	-0.2	0	1	-3.9	-52	-5	0	-101
O=C(O)c1ccc2c(c1)C(=O)/C(=C/c1ccccc1)C2=O	-4	-16	-7	0.0	5	-10	0.8	12	-4	-7	12
CCOc1ncccc1C(=O)OCC(=O)N(CC)c1ccccc1	-5	23	2	0.0	2	-2	-0.4	8	2	3	7
CC(=O)CSc1nc2c(c(=O)[nH]c(=O)n2C)n1Cc1cccc(Br)c1	13	2	-6	-0.1	1	22	-0.7	16	-3	10	6
CC(C)c1ccc(NC(=O)C2(C)Cc3c(-c4ccc5c(c4)OCO5)ccnc3O2)cc1 (configuration not stated)	.	-22	2	0.1	.	0	0.6	6	-4	1	14
CC(CCc1ccco1)NC(=O)CCc1nnc2ccc(NCc3ccc(Cl)cc3)nn12 (configuration not stated)	9	-75	8	-0.1	-3	-2	-0.5	3	-2	4	0
Cc1ccc(CC2CC(=O)N(c3ccc4c(c3)OCCO4)C2=O)cc1 (configuration not stated)	-8	-9	-14	0.0	-3	-5	-1.5	-19	-6	6	-9
COc1ccccc1-c1cccc([C@@H]2C[C@H]3[C@H](CON3C)CN2C(=O)CCc2ccccc2)c1	-6	-14	-2	5.2	.	-3	-1.6	9	-6	-4	12
Cc1ccccc1C(=O)NC(=S)NCC(=O)c1ccccc1	-2	-21	5	0.3	3	0	5.8	-34	-4	-1	-24
CC(=O)Nc1cccc(-c2nc3ccccc3o2)c1	-15	-60	-12	0.1	2	-2	-0.7	-264	-3	-2	-127
Cc1ccc(C(=O)CNc2ccccc2C)cc1	-13	-39	8	0.0	-2	0	-1.6	-58	1	-4	-88
COC(=O)CSc1nc(C)cc(Oc2ccccc2)n1	-17	-5	9	0.4	6	10	1.8	13	-5	6	9
CCOc1ccccc1NC(=O)COC(=O)c1cc(C)oc1C	5	-4	-6	-0.3	.	-2	1.0	3	-11	1	7

Screens: PubChem, several laboratories
